# Screens deposited in PubChem BioAssay by several laboratories.
# TRPC6 act – mouse TRPC6 channel activators, primary screen, cell-based, HEK293, membrane potential dye. Short transient receptor potential channel 6 (Mus musculus), Q61143. HEK293-TRPC6 membrane potential dye fluorescence; stronger effect = higher value. B-score at 10 µM. 310,000 compounds, 0.13% hits. AID 2550, 2010;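 active = B-score of the integrated fluorescence ratio above library mean plus 3 SD, and starting fluorescence ratio within library mean plus 5 SD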;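 also: higher score means more depolarization so channel activation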
# aSyn UTR inh – MLPCN primary screen, SNCA 5' untranslated region; alpha-synuclein 5'UTR reporter, inhibitor activity; inhibition, % (tested at 7.5 µM); 300,000 compounds, 0.82% hits; in the data active = inhibition above about 60%;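 also: H4 neuroglioblastoma cells stably carrying SNCA 5'UTR luciferase fusion; 0% = DMSO wells and 100% = positive control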
# TRPC4 potent – positive allosteric modulators of TRPC4, primary screen, cell-based, mouse TRPC4beta, HEK293 mu-opioid, Fluo-4 calcium. Short transient receptor potential channel 4 (Mus musculus), Q9QUQ5. DAMGO EC20, Fluo-4 Ca2+ flux; stronger effect = higher value. B-score at 10 µM. 310,000 compounds, 0.42% hits;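 active = B-score of calcium response area above 5 SD of library B-scores, with initial fluorescence ratio within 5 SD of library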;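 also: B-score of integrated fluorescence ratio over time as area under calcium response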
# HIF activator – HIF pathway transcriptional activators, primary screen, cell-based, U2OS HRE-luciferase, luminescence. U2OS HRE-luciferase reporter; normalized: DMSO 0%, desferrioxamine 100%. AID 1910, 2009. 300,000 compounds, 0.32% hits. activation, % at 7.5 µM (by protocol);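 active = mean activation of at least 10% of the iron chelator positive control signal, with at least half of replicates also reaching 10%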
# SKKanGAS inh – S. pyogenes SKKanGAS growth inhibitors in kanamycin, primary screen, streptokinase expression inhibitor project, SKKanGAS strain, BacTiter-Glo luminescence; AID 1662, 2009; 6 h; 300,000 compounds, 1.3% hits; inhibition, % at 7.5 µM;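 active = mean replicate score, as percent of positive control median, at least 50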;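 also: strain carries kanamycin resistance gene driven by streptokinase promoter and grows in 40 µg/ml kanamycin; loss of luminescence reflects streptokinase promoter inhibition or plain growth inhibition; 0% = median of DMSO wells and 100% = positive control at its reference dose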
# IEC-6 cytotox – cytotoxicity in IEC-6 intestinal epithelial cells, primary screen, cytotoxicity control for KLF5 inhibitor project, cell-based, luminescence; IEC-6 cytotoxicity, luminescence viability; inhibition, % at 5 µM; 290,000 compounds, 0.78% hits; AID 1825, 2009; in the data active = inhibition above about 22%;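 also: 0% = plate median of test compound wells and 100% = cytotoxic reference compound wells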
# MrgX1 antag – antagonists of human MrgX1 receptor, primary screen, HEK293 cells, Fluo-4 calcium flux | B-score at 10 µM | 310,000 compounds, 1.3% hits | Mas-related G-protein coupled receptor member X1 (Homo sapiens), Q96LB2 | BAM8-22 antagonism; stronger effect = lower value;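 active = calcium-response B-score plate-corrected more than 3 library SD below zero, starting fluorescence within 5 deviations, no agonist response on first addition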;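 also: peak minus trough fluorescence over baseline after final BAM8-22 challenge near maximal dose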
# Target sequence (Q96LB2 whole entry, looked up): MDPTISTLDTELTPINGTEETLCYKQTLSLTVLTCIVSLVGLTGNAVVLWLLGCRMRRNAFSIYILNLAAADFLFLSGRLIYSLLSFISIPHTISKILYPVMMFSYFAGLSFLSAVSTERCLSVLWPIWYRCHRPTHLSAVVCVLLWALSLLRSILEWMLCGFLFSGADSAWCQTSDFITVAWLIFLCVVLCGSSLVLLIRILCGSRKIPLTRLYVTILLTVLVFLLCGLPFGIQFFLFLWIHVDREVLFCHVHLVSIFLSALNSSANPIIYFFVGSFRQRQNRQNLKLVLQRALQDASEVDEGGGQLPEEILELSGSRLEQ
# KLF5 inhibitor – KLF5 expression inhibitors, primary screen, DLD-1 cells, luminescence; 290,000 compounds, 0.23% hits; inhibition, % at 5 µM; DLD-1 KLF5 promoter-luciferase reporter;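 active = inhibition above a per-plate limit of that plate's mean compound inhibition plus 3 SD, cut at about 60% in these data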;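 also: 0% = DMSO wells and 100% = LY294002 at 200 µM; higher means less KLF5 promoter-driven luciferase light; inactives centre near -14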
# TRPC6 inhibitor – mouse TRPC6 channel inhibitors, primary screen, cell-based, HEK293, membrane potential dye; AID 2553, 2010; 310,000 compounds, 1.1% hits; B-score at 10 µM; ACh-evoked depolarization; stronger effect = lower value;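 active = B-score under library mean minus 3 SD, initial fluorescence not abnormally high, positive integrated signal ratio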;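 also: B-score derived from integrated fluorescence ratio over the kinetic read; more negative B-score means stronger inhibition of depolarization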
# TRPC4 agonist – activators of mouse TRPC4 channel, primary screen, Fluo4 calcium, HEK293 TRPC4beta/mu-opioid cells; Short transient receptor potential channel 4 (Mus musculus), Q9QUQ5; Fluo4 calcium fluorescence; stronger effect = higher value; B-score at 10 µM; 310,000 compounds, 0.49% hits;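 active = B-score above 5 SD of library B-scores, and initial fluorescence ratio not above library mean plus 5 SD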;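 also: positive B-score marks a calcium rise read as TRPC4 activation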
#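 Material: TRPC4beta and mu-opioid receptor HEK293 stable cells | Incubation: 45 min room-temperature Fluo4 loading, 110 s read | Detection: Kinetic Fluo4 calcium fluorescence | Measure: Integrated baseline-normalised fluorescence ratio, converted to per-well B score | Benchmarks: Low control buffer alone, high control maximal DAMGO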
# TRPC4 inh – inhibitors of mouse TRPC4 channel, primary screen, Fluo4 calcium, HEK293 TRPC4beta/mu-opioid cells. Short transient receptor potential channel 4 (Mus musculus), Q9QUQ5. DAMGO-evoked Fluo4 calcium flux; stronger effect = lower value. B-score at 10 µM. 300,000 compounds, 0.39% hits. AID 2247, 2010;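 active = B-score over 3 SD under the library average, no early fluorescence shift, positive overall ratio signal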
#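 Assay system: HEK293 cells with stable TRPC4beta plus mu-opioid receptor expression; Probe or stimulus: DAMGO in two steps, submaximal then maximal; Dosing: single-point compound dosing; Measured by: Fluo4 calcium-dye fluorescence, kinetic read; Read-out basis: B score from integrated Fluo4 fluorescence ratio.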
# * hit, by the source's call; i = inactive; · = no result given.
SMILES,TRPC6 act,aSyn UTR inh,TRPC4 potent,HIF activator,SKKanGAS inh,IEC-6 cytotox,MrgX1 antag,KLF5 inhibitor,TRPC6 inhibitor,TRPC4 agonist,TRPC4 inh
Cn1c(=O)c2c(ncn2CC(=O)N/N=C/c2ccco2)n(C)c1=O,i,20,i,0.1,3,3,i,-37,i,i,i
Cn1cc(C(=O)NS(=O)(=O)Nc2ccc(Br)cc2)c2ccccc21,i,-52,i,1.8,0,0,i,11,i,i,i
O=C(COC(=O)c1ccco1)Nc1cccc(Br)c1,i,2,i,-1.4,1,-6,i,-6,i,i,i
COc1ccccc1NC(=O)CSc1nccn1Cc1ccccc1,i,1,i,0.4,-1,0,i,-16,i,i,i
CO/N=C1\CCCc2c(C(=O)NN)sc(SC)c21,i,-13,i,2.1,11,2,i,-25,i,i,i
Cc1ccc(Nc2nc(N3CCN(C)CC3)nc(N)c2[N+](=O)[O-])cc1C,i,36,i,-0.4,17,1,i,2,i,i,i
CCN(CC)CCCN(Cc1cc2ccc(C)c(C)c2[nH]c1=O)C(=O)NC1CCCCC1,i,-18,i,0.5,3,3,i,0,i,i,i
CCCC1=C(C(=O)OCC)C(c2cccnc2)n2nc(C)nc2N1 (stereo unspecified),i,-15,i,-0.5,-2,1,i,6,i,i,i
Cc1ccc(-c2nn3c(C)nnc3c3ccccc23)cc1S(=O)(=O)N1CCN(CCO)CC1,i,15,i,0.1,-4,2,i,-7,i,i,i
O=C(Cn1nnc(-c2ccccc2)n1)Nc1cccc(S(=O)(=O)N2CCCC2)c1,i,-3,i,0.3,-1,·,i,·,i,i,i
Cc1ccc(-n2c(-c3ccco3)n[nH]c2=S)cc1,i,-10,i,-0.3,5,-1,i,-18,i,i,i
CS(=O)(=O)c1ccc(C(=O)NCc2ccccc2F)cc1,i,-10,i,-0.4,0,-4,i,-30,i,i,i
CNc1ccccc1C(C)(C)c1cc(-c2cccc(OC)c2)no1,i,16,i,-0.1,21,-1,i,-19,i,i,i
O=C(c1cccs1)N1CCN(C2CCCCC2)CC1,i,2,i,0.1,-6,4,i,-25,i,i,i
Cc1cccn2c(=O)c(/C=C(\C#N)S(=O)(=O)c3ccccc3)c(N3CCC(C(N)=O)CC3)nc12,i,-12,i,-0.2,-2,2,i,-18,i,i,i
O=S(=O)(Nc1ccc(C(F)(F)F)cc1)c1cnc[nH]1,i,1,i,-1.3,1,1,i,2,i,i,i
COC(=O)Cn1c(=O)c2c(nc3n2CC(C)CN3Cc2ccccc2)n(C)c1=O (stereo unspecified),i,15,i,0.9,3,-2,i,-29,i,i,i
COc1ccc(S(=O)(=O)N2CCOCC2)cc1NC(=O)Cc1ccccc1Cl,i,31,i,-0.6,7,1,i,6,i,i,i
CCS(=O)(=O)c1ccc2oc(Nc3ccc(OC)cc3)nc2c1,i,-51,i,2.4,0,0,i,-8,i,i,i
C(#Cc1ccccc1)Cn1nnc2ccccc21,i,-98,i,2.5,-2,0,i,-47,i,i,i
COc1ccc(OC)c(S(=O)(=O)NCCCn2ccnc2)c1,i,11,i,-0.5,-4,1,i,-27,i,i,i
CCCCN(C)CCCNC(=O)c1cc(-c2cccnc2)nc2ccccc12,i,-36,i,-0.6,-2,-7,i,-14,i,i,i
COc1ccc(C(CNC(=O)C(=O)Nc2ccc3c(c2)OCCO3)N2CCN(C)CC2)cc1 (stereo unspecified),i,-3,i,-0.1,3,·,i,·,i,i,i
COc1cc(C(CCN2CCN(c3ccccc3)CC2)c2c(OC)cc(OC)c3ccc(=O)oc23)cc(OC)c1OC (stereo unspecified),i,22,i,-0.8,3,·,i,·,i,i,i
COc1cc(C(=O)N(C)CC(=O)Nc2cccc(F)c2)ccc1OCc1ccccc1,i,11,i,0.1,-7,·,i,·,i,i,i
Cc1ccccc1Nc1cc2ccccc2c(=O)[nH]1,i,13,i,1.4,13,4,i,-5,i,i,i
Cc1cc(NC(=O)Nc2ccccc2F)ccc1Br,i,-243,i,2.6,2,7,i,-206,i,i,i
O=C1CSc2ccc(S(=O)(=O)NCc3ccc(F)cc3)cc2N1,i,5,i,-0.2,-2,-5,i,7,i,i,i
COc1cc(/C=N/NC(=O)CCOc2ccccc2C)cc(Br)c1O,i,-3,i,-0.7,13,0,i,5,i,i,i
CN(C(=O)c1ccccc1[N+](=O)[O-])c1ccccc1C(=O)NCc1ccccc1,i,-11,i,-0.1,-3,-8,i,-34,i,i,i
Oc1ccc(NC(=S)N=Nc2c(O)[nH]c3ccccc23)cc1,i,-131,i,1.1,7,-4,i,-85,i,i,i
O=C(Nc1ccc(Cl)cc1)c1csc(-c2ccccc2)n1,i,-68,i,0.2,-10,0,i,16,i,i,i
CCOC(=O)c1cc2c(=O)n3ccccc3nc2n(CC2CCCO2)c1=NC(C)=O (stereo unspecified),i,14,i,-0.1,0,1,i,-17,i,i,i
O=S(=O)(NCc1cccnc1)c1ccc(Cl)cc1,i,4,i,-0.3,10,-1,i,1,i,i,i
CCOc1ccc(N2C(=O)C3Sc4[nH]c(=O)sc4C(c4ccc(OC)c(OC)c4)C3C2=O)cc1 (stereo unspecified),i,4,i,0.0,-14,0,i,-18,i,i,i
O=C(CSc1nc(Nc2ccccc2)nc(N2CCOCC2)n1)N1CCCC1,i,24,i,-0.6,-10,-7,i,-21,i,i,i
CO/N=C/C1C(=O)NN=C1c1ccccc1 (stereo unspecified),i,22,i,0.0,-1,5,i,-14,i,i,i
CC(=O)Nc1ccc(Nc2nnc(-c3ccc(O)cc3)c3ccccc23)cc1,i,11,i,-0.2,9,3,i,-7,i,i,i
Cc1ccc(N2CCN(CCCCN3C(=O)C4CCCN4C3=O)CC2)cc1 (stereo unspecified),i,-6,i,-0.8,-5,-4,i,-3,i,i,i
Cc1onc(-c2c(F)cccc2Cl)c1C(=O)Nc1nc2c(s1)CCCC2,i,-6,i,-1.2,10,-4,i,-17,i,i,i
O=C(CCc1ccccc1F)N1CCN(c2ccc(C(F)(F)F)cn2)CC1,i,8,i,0.0,2,-5,i,-5,i,i,i
COc1cc(CNc2cccc3[nH]c(C(F)(F)F)nc23)cc(OC)c1,i,10,i,-0.5,34,-2,i,-5,i,i,i
COc1ccc(CCC(=O)Nc2ccc(S(=O)(=O)N3CCOCC3)cc2)cc1,i,5,i,1.2,2,4,i,11,i,i,i
CCCCNC(=O)c1c(N)n(/N=C/c2ccccn2)c2nc3ccccc3nc12,i,-60,i,-3.0,10,1,i,1,i,i,i
O=C(CC1Nc2c3ccccc3nc(=S)n2C1=O)NC1CCCCC1 (stereo unspecified),i,-10,i,-0.4,-1,-7,i,15,i,i,i
CCNC(=O)NC(=O)C(C)OC(=O)C1CCN(S(=O)(=O)c2ccccc2C(=O)OC)CC1 (stereo unspecified),i,4,i,0.3,-3,-3,i,-30,i,i,i
CCCNC(=O)NC(=O)COc1ccc(-c2ccc(C#N)cc2)cc1,i,-9,i,-0.5,9,-1,i,-3,i,i,i
CC1CCC(NC(=O)C2CCN(c3cnccn3)CC2)CC1 (stereo unspecified),i,-7,i,0.2,0,-7,i,-30,i,i,i
CC(=O)c1cccc(NC(=O)COc2ccc(S(=O)(=O)N3CCCCC3)cc2)c1,i,0,i,-0.3,-17,-3,i,-17,i,i,i
C/C=C\C=C\C(=O)N1CC2(CC(c3cccc(NC(=O)COc4ccc(Cl)cc4)c3)=NO2)C[C@H]1C(N)=O (stereo partly specified),i,1,i,-0.4,4,·,i,·,i,i,i
O=C(O)CN1C(=O)/C(=C\c2ccccc2OCc2ccc(Cl)cc2Cl)SC1=S,i,-58,i,-1.6,71*,1,i,-19,i,i,i
Cc1cc(C)cc(OCC(=O)Nc2cnn(CCCC(=O)O)c2)c1,i,18,i,0.1,3,2,i,-19,i,i,i
O=C1CC(c2ccccc2)Sc2nc3ccccc3n21 (stereo unspecified),i,-196,i,-2.7,-4,1,i,0,i,i,i
CCc1ccc(/C=C2/C(=O)N(CC)C(=S)N2C)s1,i,-23,i,0.2,-3,7,i,-23,i,i,i
Cc1ccc(S(=O)(=O)N(C)CCCC(=O)NCc2ccc3c(c2)OCO3)cc1,i,6,i,-0.1,-4,6,i,21,i,i,i
Cc1csc(=O)n1CCC(=O)OCC(=O)Nc1ccc(F)c(F)c1F,i,-6,i,0.1,-10,·,i,·,i,i,i
COc1ccc(NS(=O)(=O)c2c(C(=O)N3CCCCCC3)c(C)n(C)c2C)cc1OC,i,21,i,-0.2,8,-2,i,-9,i,i,i
CC(=O)NC(NC(=S)Nc1ccc(S(N)(=O)=O)cc1)C(Cl)(Cl)Cl (stereo unspecified),i,1,i,-1.2,0,-1,i,9,i,i,i
O=C(NCCCO)/C(=C\c1cn(-c2ccccc2)nc1-c1cccnc1)NC(=O)c1ccccc1,i,18,i,0.2,-5,-5,i,-16,i,i,i
COc1ccccc1NC(=O)COC(=O)CCn1c(C)csc1=O,i,-4,i,0.2,-10,·,i,·,i,i,i
CCCN(S(=O)(=O)c1ccc(OCC)cc1)S(=O)(=O)c1cccs1,i,11,i,0.0,15,5,i,7,i,i,i
COCCn1c(=S)[nH]c2cc(C(=O)NCCc3ccc(OC)c(OC)c3)ccc2c1=O,i,18,i,0.1,1,1,i,0,i,i,i
COc1ccc(C2CC(c3cccs3)=NN2S(C)(=O)=O)cc1OC (stereo unspecified),i,·,i,·,·,6,i,-54,i,i,i
